# PRMT1 FP inh = PRMT1 (human) inhibition, primary screen; Q99873; recombinant PRMT1, activity-based probe fluorescence polarization; inhibition, % at 2.79 µM; 370,000 tested, 1.3% active; AID 652257;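 active means inhibition above about 21% made by adding two undisclosed values, limit read from the data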
# TCR CD3 inh = human TCR-CD3 binding inhibition. TAMRA-labeled TCR probe fluorescence, biochemical. inhibition, % at 9.4 µM. 360,000 tested, 0.37% active. AID 651800; in the data active means inhibition above about 19%;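 further: recombinant mutant TCR 2C K166C tagged with TAMRA read by polarization; 0% = receptor in buffer alone and 100% = receptor with positive control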
# HTRA1 inhibitor = blocks human HTRA1 serine peptidase; inhibition, % at 5.96 µM; recombinant HTRA1, FP-rhodamine activity-based probe, fluorescence polarization; Q92743; 340,000 tested, 0.5% active; in the data active means inhibition above about 36%;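 further: 0% = enzyme with DMSO and 100% = wells lacking enzyme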
# rCAG binder = binds r(CAG) RNA repeats; r(CAG) RNA repeat, TO-PRO-1 dye displacement fluorescence; inhibition, % at 3 µM; 370,000 tested, 1.3% active;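 active means inhibition above the plate cutoff, the mean of all test compounds on that plate plus 3 SD, cut at about 35% in these data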;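 further: 0% = DMSO alone and 100% = 100 µM mitoxantrone as full dye displacement; higher means more dye released from RNA so lower well fluorescence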
# mABHD4 FP = ABHD4 (mouse) inhibition, primary FP screen; AID 720543; 370,000 tested, 0.54% active; purified mABHD4, FP-Rh probe fluorescence polarization; inhibition, % at 8.92 µM; Q8VD66;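 active means inhibition exceeding the mean over every tested compound plus 3 SD, cut at about 30% in these data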;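 further: 0% = plate median of compound wells and 100% = S159A mutant with DMSO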
# Target sequence (Q8VD66 whole entry, looked up): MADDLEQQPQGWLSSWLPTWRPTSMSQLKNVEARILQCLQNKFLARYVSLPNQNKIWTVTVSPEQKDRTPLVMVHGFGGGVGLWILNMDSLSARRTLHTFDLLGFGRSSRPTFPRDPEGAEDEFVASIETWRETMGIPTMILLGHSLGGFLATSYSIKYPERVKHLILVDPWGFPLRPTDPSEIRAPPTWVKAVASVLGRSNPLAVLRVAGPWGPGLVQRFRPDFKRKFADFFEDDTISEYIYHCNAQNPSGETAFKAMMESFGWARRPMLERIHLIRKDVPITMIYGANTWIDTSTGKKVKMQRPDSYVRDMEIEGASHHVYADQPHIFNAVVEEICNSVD
#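 Assay system: wild-type mouse ABHD4 protein; compound: single nominal dose of 8.92 µM, 0.89% DMSO final; schedule: 45 min + 60 min at 25 °C; measured by: FP readout, ex 525 nm / em 598 nm; evaluation: % inhibition of FP-Rh probe binding versus controls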
# LEDGF integ inh = blocks HIV-1 LEDGF/p75-dependent DNA integration. TR-FRET IN-LEDGF/p75 DNA integration, Eu/Cy5. inhibition, % at 3.7 µM. 370,000 tested, 0.64% active. AID 743269;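 active means inhibition above the screen-wide mean plus 3 SD, cut at about 13% in these data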;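 further: signal is the Cy5 over europium emission ratio at 671 and 618 nm; 0% = plate median of compound wells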
# PG9 binder = binds the HIV-1 gp120 antibody PG9. inhibition, % at 6.7 µM. TR-FRET gp120-PG9 antibody binding. AID 624416. 360,000 tested, 0.43% active; in the data active means inhibition above about 8.5%
# SIAE inh = blocks human sialic acid acetylesterase; Q9HAT2; SIAE FP-Rh probe binding, fluorescence polarization; inhibition, % at 9.66 µM; 370,000 tested, 0.69% active; AID 1053197;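 active means inhibition above a cutoff: mean of compounds within the control limits plus 3 SD of those, cut at about 17% in these data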;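 further: 0% = plate median of compound wells and 100% = probe without SIAE protein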
# Target sequence (Q9HAT2 whole entry, looked up): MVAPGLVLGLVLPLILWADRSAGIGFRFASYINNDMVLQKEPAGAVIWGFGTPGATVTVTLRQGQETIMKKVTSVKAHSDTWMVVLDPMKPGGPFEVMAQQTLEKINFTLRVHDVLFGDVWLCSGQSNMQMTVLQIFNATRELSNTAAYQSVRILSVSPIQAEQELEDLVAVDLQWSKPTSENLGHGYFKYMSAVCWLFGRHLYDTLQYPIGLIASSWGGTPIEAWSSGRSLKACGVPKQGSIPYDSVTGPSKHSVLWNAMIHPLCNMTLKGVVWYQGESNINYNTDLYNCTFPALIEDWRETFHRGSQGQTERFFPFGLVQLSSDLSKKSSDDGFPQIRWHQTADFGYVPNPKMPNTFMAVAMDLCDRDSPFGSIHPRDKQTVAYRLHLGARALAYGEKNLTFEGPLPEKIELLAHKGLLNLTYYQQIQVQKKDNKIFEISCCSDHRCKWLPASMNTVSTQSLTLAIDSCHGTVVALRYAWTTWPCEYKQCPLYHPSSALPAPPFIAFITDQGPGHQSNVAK
# NR1D1 modulator = modulates human Rev-erb alpha binding to DNA. 370,000 tested, 0.79% active. AID 1259318. P20393. activity, % at 10 µM. Rev-erbα–FITC-DNA binding, fluorescence polarization, 90 min;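 active means activity above about 14%, limit read from the data; passing the limit was not always enough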;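 further: 0% = DMSO wells with 35 nM protein and 100% = DMSO wells with 750 nM protein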
# TDP2 absorb = blocks human TDP2 phosphodiesterase activity. O95551. recombinant TDP2, T5PNP hydrolysis, p-nitrophenol absorbance 415 nm. inhibition, % at 12.8 µM. 370,000 tested, 0.34% active;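 active means inhibition above the mean of all tested compounds plus 3 SD, set per campaign, cut at about 25% in these data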;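 further: 0% = DMSO with enzyme and 100% = buffer with substrate but no TDP2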
#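 Test system: human TDP2 enzyme; Input: 120 nM TDP2 per well; Buffer or medium: Mg2+-containing Tris-HCl buffer, pH 7.5; Reagent: 5 mM T5PNP; Dosing: 12.8 µM single point, 1% DMSO; Incubation: reaction 2 h, 37 °C; Detection: p-Nitrophenol epi absorbance; Read-out: % inhibition relative to enzyme-containing and enzyme-free wells; Replicates: single well per compound.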
# * hit, by the source's call; / = not tested or not shown. A portion of the library; count on the stated rates, not on these rows.
SMILES,PRMT1 FP inh,TCR CD3 inh,HTRA1 inhibitor,rCAG binder,mABHD4 FP,LEDGF integ inh,PG9 binder,SIAE inh,NR1D1 modulator,TDP2 absorb
COc1ccccc1OCC(O)CN1C(=O)NC(C)(C)C1=O (stereo unspecified),8,1,-6,1,-12,-2,0.6,-1,4,-11
CCC(C)(C)n1nnnc1C(c1cc2ccc(OC)cc2[nH]c1=O)N1CCCCC1 (stereo unspecified),1,-2,-4,4,-2,5,-1.0,6,3,1
O=C(NC1Cc2ccccc2C1)c1cc(COc2ccc(F)cc2Cl)on1,-2,7,3,-4,2,-3,-0.5,2,0,-5
Cc1ccc(NC(=O)CCc2ccc(C)o2)c(Br)c1,-1,6,-1,-6,-6,0,-1.9,0,2,7
O=C(CSc1ccc(-c2ccccc2)nn1)N1CCOCC1,1,2,1,-4,1,-4,-0.7,0,-8,1
O=C(CN1CCN(S(=O)(=O)c2cccs2)CC1)NCC1CCCCC1,0,-3,0,-2,-3,-1,-0.1,-4,0,2
CC(O)(c1ccc(F)c(F)c1)c1nc(-c2ccncc2)cs1 (stereo unspecified),1,-7,/,0,-9,-5,0.5,1,1,3
O=C(c1ccccn1)N(Cc1ccco1)C1(C(=O)Nc2ccc(Br)cc2)CCCCC1,-5,-5,/,0,-5,1,1.4,-6,0,-1
O=C(N1CCOCC1)N1CCN(c2nc(-c3ccc(F)cc3)cs2)CC1,0,-1,7,-2,1,0,0.9,-1,-5,9
CCCn1c(N)c(N(CCOC)C(=O)CSc2c(Cl)cccc2Cl)c(=O)[nH]c1=O,0,1,9,0,0,-1,-3.7,5,-6,0
CNS(=O)(=O)c1cc(-c2nnc(Nc3ccc(NC(C)=O)cc3)c3ccccc23)ccc1C,-3,-5,4,2,-6,5,-1.9,14,2,-13
COc1ccc(C(=O)Nc2cccc(C(=O)O)c2)cc1S(=O)(=O)N1CCCC1,-2,9,-3,3,-8,1,-2.1,-3,3,1
COc1ccc(C(=O)NNC(=O)CSc2nc(C(C)C)nc3ccccc23)cc1,2,-5,-2,0,4,-1,-1.0,-1,3,3
Cc1cccc(N2C(=O)SC(SC(=Nc3ccccc3)Nc3ccccc3)C2=O)c1 (stereo unspecified),0,-2,-4,2,-2,-1,0.2,18*,-6,-10
O=C1[C@@H]2C(Cc3ccc(O)cc3)NC3(C(=O)Nc4ccc(F)cc43)[C@@H]2C(=O)N1c1ccc(F)cc1 (stereo partly specified),2,4,-7,8,-3,-4,0.8,1,-3,6
O=C(c1ccccc1-c1nc(-c2ccccc2Cl)no1)N1CCOCC1,-4,0,10,-2,0,4,1.2,4,2,7
O=c1cc(N2CCc3ccccc32)[nH]c(=O)n1-c1ccccc1,-1,2,1,7,15,3,-1.3,13,-3,11
C=CCN(C(=O)CSc1nc2c(sc3ccccc32)c(=O)n1CCN(CC)CC)c1ccccc1,16,4,-24,-5,4,-2,1.4,-1,3,-3
COc1ccc(C(=O)Nc2ccc(S(=O)(=O)Nc3onc(C)c3C)cc2)c(OC)c1,7,-6,2,41*,-6,2,0.0,-7,-2,2
COc1ccc2[nH]c3c(=O)n(Cc4ccncc4)cnc3c2c1,4,-13,2,-2,6,-5,-1.3,-3,4,3
COc1ccc(OC)c(/C=C2\SC(=S)N(Cc3cccnc3)C2=O)c1,1,0,-6,-4,6,2,1.7,1,7,2
Cc1ccc(C)c(NCC(O)c2ccccc2)c1 (stereo unspecified),0,5,-1,-4,-1,-1,0.1,3,-2,-2
CCN(c1ccccc1)S(=O)(=O)c1cccc(C(=O)Nc2cccc(C)n2)c1,-5,2,-12,2,-8,-2,-2.8,0,-12,-1
Cn1cccc1CC(=O)NNC(=S)Nc1ccc(Cl)cc1,6,2,8,15,5,-2,-1.7,11,-5,-1
COc1ccc(CCc2nnc(CCC(=O)N(C)Cc3ccnc4ccccc34)o2)cc1,-3,5,-1,-9,-9,9,-0.4,3,-2,5
CC(C)OCC(O)CCc1n[nH]c(=S)n1-c1ccccc1 (stereo unspecified),-2,7,0,-3,-2,-2,-1.6,-1,-3,-2
CCc1ncc(CN2CCCC(C(=O)Nc3cccc(-c4cccc(C)c4)c3)C2)cn1 (stereo unspecified),2,9,-42,-7,-10,-2,-0.2,-1,0,-2
CCN(CC(=O)Nc1ccc(C)c(F)c1)CC(=O)NC(C)(C)C,0,-1,1,-5,-1,-2,-3.3,1,-2,-11
O=C(N/N=C\c1ccccc1)c1ccccc1-n1cccc1,5,-3,-6,-2,2,-5,-0.5,-1,2,1
CCn1c(-c2ccc3ncccc3c2)n[nH]c1=S,1,11,-1,0,-1,1,-0.5,-3,0,-1
Cc1cccc(C(C)C)c1NC(=O)c1ccc(OCC2CCCO2)cc1 (stereo unspecified),3,0,0,-2,3,-3,-1.2,-3,-5,4
Cc1nc2ccccc2n1C1CCN(CC(=O)NCc2ccc(F)cc2)CC1,-6,0,8,-7,6,1,-0.2,10,-5,6
CCC(Sc1ncccc1C(=O)O)C(=O)N1CCOCC1 (stereo unspecified),5,-3,4,-1,6,3,0.6,7,-1,6
O=C(N1CCCCC1)C1(c2ccccc2)CCCCC1,-2,-6,-1,-3,3,3,1.8,-2,2,-6
OC(COC(c1ccc(F)cc1)c1ccc(F)cc1)CN1CCCC(C(F)(F)F)C1 (stereo unspecified),0,8,-6,-5,9,7,1.8,13,1,17
CCOc1ccccc1OCC(=O)Nc1cc(S(=O)(=O)N2CCCCC2)ccc1N1CCN(CC)CC1,1,-1,-4,-6,4,1,-0.4,4,3,-4

# One compound at a time (already shown). Order of screens: PRMT1 FP inh	TCR CD3 inh	HTRA1 inhibitor	rCAG binder	mABHD4 FP	LEDGF integ inh	PG9 binder	SIAE inh	NR1D1 modulator	TDP2 absorb
# `COc1ccc(CCc2nnc(CCC(=O)N(C)Cc3ccnc4ccccc34)o2)cc1` across the screens: -3	5	-1	-9	-9	9	-0.4	3	-2	5
# `Cc1nc2ccccc2n1C1CCN(CC(=O)NCc2ccc(F)cc2)CC1` across the screens: -6	0	8	-7	6	1	-0.2	10	-5	6

# Additional structures:
SMILES,PRMT1 FP inh,TCR CD3 inh,HTRA1 inhibitor,rCAG binder,mABHD4 FP,LEDGF integ inh,PG9 binder,SIAE inh,NR1D1 modulator,TDP2 absorb
O=S(=O)(c1ccc(F)cc1)N1CCN=C1SCc1cccnc1,-1,4,1,-5,-3,2,-0.6,0,-2,0
COc1ccc(-c2sc(Nc3ccccc3)n[n+]2-c2ccc(F)cc2)c(C)c1C,0,1,-28,8,-7,0,-1.3,-2,-2,-2
CC(=O)c1csc(Nc2ccccc2Cl)n1,2,2,1,2,1,-2,0.5,-1,5,5
CN(C1CCCCC1)S(=O)(=O)c1ccc(S(=O)(=O)N2CCN(C(=O)c3ccccc3F)CC2)cc1,-1,2,6,-1,-6,-1,-0.2,11,-2,9
Cc1ccccc1N(C(=O)c1csnn1)C(C(=O)NC(C)(C)C)c1ccncc1 (stereo unspecified),0,-4,2,-2,-3,-2,0.4,2,-2,-4
COc1ccc(OC)c(S(=O)(=O)N2CCC(C(=O)NC3CCCCC3)CC2)c1,2,-9,-10,-3,-1,2,0.1,3,-8,8
Cc1cn2c(N)c(C=C3C=C(Cl)C(=O)C(Cl)=C3)c(=O)nc2s1,1,-4,0,3,2,-2,0.8,-17,26*,1
O=C(O)c1cc(N2C(=O)C3CC=CCC3C2=O)ccc1NCc1cccnc1 (stereo unspecified),1,-9,-1,8,-1,4,0.6,3,2,0
COc1cc(NC(=O)CC(C)S(=O)(=O)c2cc3c(cc2C)NC(=O)CO3)cc(OC)c1OC (stereo unspecified),4,-13,-1,-2,-1,-1,1.9,0,0,-5
COc1ccccc1CC(=O)N(Cc1ccccc1)c1cccc(C)c1,0,-6,-15,-8,1,-3,1.8,-3,8,6
Cc1ccc(NC(=O)CSc2nc3ccccc3c3nc(CCn4cncc4C)nn23)c(C)c1,-1,-2,-4,-5,3,-3,-1.5,-5,12,-9
Cc1ccc(C2CC2C(=O)NNC(=S)Nc2cccc(C)c2)cc1 (stereo unspecified),-3,1,-4,10,1,-5,-0.6,-1,3,9
COC(=O)c1cc(OC)c(OC)cc1NC(=O)c1cc(C(C)(C)C)oc1C,-3,-2,1,1,-1,4,-1.0,1,-6,-8
CC(C)c1ccc(NC(=O)Cn2ncn3c(cc4ccccc43)c2=O)cc1,-2,1,-12,21,-12,1,1.1,-11,3,-4
O=C(O)c1cccc(S(=O)(=O)Nc2ccc(-c3ccccc3)cc2)c1,-6,3,-10,17,8,2,-3.3,-6,-3,-11
CCOc1ccccc1NC(=S)N1C2CCC1CC(NC(=O)NC13CC4CC(CC(C4)C1)C3)C2 (stereo unspecified),3,-5,3,-3,-9,1,-0.8,-7,-6,-10
O=C(Nc1ccccn1)c1cccnc1,-1,-3,2,5,-6,1,1.2,-1,2,-7

# Among those listed so far, these contain fluorine:
SMILES,PRMT1 FP inh,TCR CD3 inh,HTRA1 inhibitor,rCAG binder,mABHD4 FP,LEDGF integ inh,PG9 binder,SIAE inh,NR1D1 modulator,TDP2 absorb
O=C(NC1Cc2ccccc2C1)c1cc(COc2ccc(F)cc2Cl)on1,-2,7,3,-4,2,-3,-0.5,2,0,-5
CC(O)(c1ccc(F)c(F)c1)c1nc(-c2ccncc2)cs1 (stereo unspecified),1,-7,/,0,-9,-5,0.5,1,1,3
O=C(N1CCOCC1)N1CCN(c2nc(-c3ccc(F)cc3)cs2)CC1,0,-1,7,-2,1,0,0.9,-1,-5,9
O=C1[C@@H]2C(Cc3ccc(O)cc3)NC3(C(=O)Nc4ccc(F)cc43)[C@@H]2C(=O)N1c1ccc(F)cc1 (stereo partly specified),2,4,-7,8,-3,-4,0.8,1,-3,6
CCN(CC(=O)Nc1ccc(C)c(F)c1)CC(=O)NC(C)(C)C,0,-1,1,-5,-1,-2,-3.3,1,-2,-11
Cc1nc2ccccc2n1C1CCN(CC(=O)NCc2ccc(F)cc2)CC1,-6,0,8,-7,6,1,-0.2,10,-5,6
OC(COC(c1ccc(F)cc1)c1ccc(F)cc1)CN1CCCC(C(F)(F)F)C1 (stereo unspecified),0,8,-6,-5,9,7,1.8,13,1,17
O=S(=O)(c1ccc(F)cc1)N1CCN=C1SCc1cccnc1,-1,4,1,-5,-3,2,-0.6,0,-2,0
COc1ccc(-c2sc(Nc3ccccc3)n[n+]2-c2ccc(F)cc2)c(C)c1C,0,1,-28,8,-7,0,-1.3,-2,-2,-2
CN(C1CCCCC1)S(=O)(=O)c1ccc(S(=O)(=O)N2CCN(C(=O)c3ccccc3F)CC2)cc1,-1,2,6,-1,-6,-1,-0.2,11,-2,9
